# Source: PubChem BioAssay (Broad Institute)
# mut p53 react = mutant p53 pathway re-activators, primary screen, cell-based, SW480, luciferase, single point, HTS. activation, % at 9.98 µM. hit rate 1.5% among 28,000. AID 624151, 2012. SW480 PUMA-promoter luciferase, p53 mutant reactivation; in the data active means activation above about 52%
# STK33 kin inh = STK33 kinase inhibitors, primary screen, biochemical, luminescence, ADP-Glo, MBP substrate. inhibition, % at 12.5 µM. hit rate 0.44% among 27,000. Serine/threonine-protein kinase 33 (Homo sapiens), Q9BYT3. AID 2322, 2010; in the data active means inhibition above about 20%
# Target sequence (Q9BYT3 whole entry, looked up): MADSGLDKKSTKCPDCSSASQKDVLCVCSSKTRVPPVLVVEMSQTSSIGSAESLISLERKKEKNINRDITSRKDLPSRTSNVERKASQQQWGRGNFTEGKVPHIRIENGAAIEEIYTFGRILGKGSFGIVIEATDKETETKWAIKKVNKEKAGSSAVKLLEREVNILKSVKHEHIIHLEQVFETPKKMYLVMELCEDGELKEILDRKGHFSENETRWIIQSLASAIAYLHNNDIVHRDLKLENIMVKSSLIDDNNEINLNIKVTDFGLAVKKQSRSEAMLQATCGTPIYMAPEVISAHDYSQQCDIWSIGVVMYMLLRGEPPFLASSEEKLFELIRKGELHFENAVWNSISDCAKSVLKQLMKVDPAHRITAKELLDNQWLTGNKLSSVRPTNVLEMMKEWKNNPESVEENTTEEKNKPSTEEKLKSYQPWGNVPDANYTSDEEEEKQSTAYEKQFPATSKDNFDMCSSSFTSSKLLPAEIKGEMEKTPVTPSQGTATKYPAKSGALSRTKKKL
# An asterisk follows results filed as active; . = not tested or not shown. Only part of the results is shown, so the mix of outcomes need not match the whole.
SMILES,mut p53 react,STK33 kin inh
CCOc1ccc(-n2c(O)c(C3=c4ccccc4=NC3=O)sc2=O)cc1,-5.3,.
C[C@H]1CN([C@@H](C)CO)C(=O)c2cccc(NS(=O)(=O)c3cccs3)c2O[C@H]1CN(C)Cc1ccc(-c2ccccc2)cc1,-7.8,.
O=C(CSc1nnc(-c2cccnc2)o1)c1ccc(Br)cc1,-17.7,-2.2
O=C1C=CC(=O)C2=C1C1c3ccccc3C2c2ccccc21,-24.1,.
C=C(CO)C1Cc2cc(C(C)=O)ccc2O1 (stereo not drawn),22.6,-0.7
COc1ccccc1NC(=S)NCc1cccnc1,9.6,-3.2
CNC[C@@H]1Oc2ccc(NC(=O)Nc3ccc(F)cc3)cc2CC(=O)N([C@H](C)CO)C[C@@H]1C,4.6,1.9
Cc1c(Br)c([N+](=O)[O-])nn1CC(=O)Nc1ccc(C#N)cc1,0.3,-2.2
O=C(COc1ccc(Br)cc1C(=O)Nc1ccc(Cl)cc1)NC1CC1,12.4,.
COCCCNC(=O)c1ccc(-c2nc3ccccc3nc2-c2ccccc2)cc1,-4.4,-3.8
C[C@@H]1CN([C@@H](C)CO)C(=O)CCCn2cc(nn2)CO[C@@H]1CN(C)C(=O)Nc1ccc2c(c1)OCCO2,.,-5.0
CC(=O)Nc1ccc(NC(=O)CSc2nccc(=O)[nH]2)cc1,4.3,-4.5
C[C@@H]1CN([C@@H](C)CO)C(=O)c2cc(NS(=O)(=O)c3ccccc3)ccc2O[C@@H]1CN(C)Cc1ccc(C(F)(F)F)cc1,.,-0.2
CC(=O)Oc1ccc(C(=O)NCc2nc(-c3ccccc3)no2)cc1,4.9,-1.1
C[C@@H]1CCCCO[C@H](CN(C)C)[C@@H](C)CN([C@@H](C)CO)C(=O)c2cc(NC(=O)Cc3ccccc3)ccc2O1,3.9,.
CC(=O)N1CCN(c2nc3ccc(Cl)cc3s2)CC1,.,-0.2
C[C@H]1CCCCO[C@@H](CN(C)CC2CC2)[C@@H](C)CN([C@@H](C)CO)C(=O)c2cc(NS(=O)(=O)c3ccccc3)ccc2O1,11.4,.
CCc1ccc(-n2c(SCC(=O)c3ccc(Cl)cc3)nnc2-c2ccncc2)cc1,-7.4,-1.1
C[C@@H]1CN([C@@H](C)CO)C(=O)c2cc(NS(=O)(=O)c3cn(C)cn3)ccc2O[C@H]1CN(C)Cc1ccc(Cl)c(Cl)c1,7.2,.
Cc1nnc(SCC2=NN(c3nc4ccccc4s3)C(=O)C2)s1,13.6,-5.6

# A stretch from the list above, as a working copy:
SMILES,mut p53 react,STK33 kin inh
CCOc1ccc(-n2c(O)c(C3=c4ccccc4=NC3=O)sc2=O)cc1,-5.3,.
C[C@H]1CN([C@@H](C)CO)C(=O)c2cccc(NS(=O)(=O)c3cccs3)c2O[C@H]1CN(C)Cc1ccc(-c2ccccc2)cc1,-7.8,.
O=C(CSc1nnc(-c2cccnc2)o1)c1ccc(Br)cc1,-17.7,-2.2
O=C1C=CC(=O)C2=C1C1c3ccccc3C2c2ccccc21,-24.1,.
C=C(CO)C1Cc2cc(C(C)=O)ccc2O1 (stereo not drawn),22.6,-0.7
COc1ccccc1NC(=S)NCc1cccnc1,9.6,-3.2
CNC[C@@H]1Oc2ccc(NC(=O)Nc3ccc(F)cc3)cc2CC(=O)N([C@H](C)CO)C[C@@H]1C,4.6,1.9

# Back to the main list with the 6 entries that preceded the break.
SMILES,mut p53 react,STK33 kin inh
C[C@@H]1CCCCO[C@H](CN(C)C)[C@@H](C)CN([C@@H](C)CO)C(=O)c2cc(NC(=O)Cc3ccccc3)ccc2O1,3.9,.
CC(=O)N1CCN(c2nc3ccc(Cl)cc3s2)CC1,.,-0.2
C[C@H]1CCCCO[C@@H](CN(C)CC2CC2)[C@@H](C)CN([C@@H](C)CO)C(=O)c2cc(NS(=O)(=O)c3ccccc3)ccc2O1,11.4,.
CCc1ccc(-n2c(SCC(=O)c3ccc(Cl)cc3)nnc2-c2ccncc2)cc1,-7.4,-1.1
C[C@@H]1CN([C@@H](C)CO)C(=O)c2cc(NS(=O)(=O)c3cn(C)cn3)ccc2O[C@H]1CN(C)Cc1ccc(Cl)c(Cl)c1,7.2,.
Cc1nnc(SCC2=NN(c3nc4ccccc4s3)C(=O)C2)s1,13.6,-5.6
Cc1ccc([N+](=O)[O-])cc1N(CC(=O)Nc1cccc(C)c1C)S(C)(=O)=O,-16.8,0.5
O=C(O)C[C@H]1C[C@@H]2c3cc(NC(=O)CC4CC4)ccc3O[C@@H]2[C@@H](CO)O1,0.6,.
COc1ccc2oc(=O)c(C(=O)NCc3ccco3)cc2c1,18.7,4.8
O=C(Nc1ccc(S(=O)(=O)N2CCOCC2)cc1)c1cc(-c2ccncc2)nc2c(Cl)cccc12,-21.2,1.7
Cc1ccc(S(=O)(=O)Nc2ccc3c(c2)CC(=O)N([C@@H](C)CO)C[C@H](C)[C@H](CN(C)Cc2ccncc2)O3)cc1,8.3,0.8
CCCSc1ccc2nc(NC(=O)OC)[nH]c2c1,-34.2,2.2
C[C@H](CO)N1C[C@H](C)[C@H](CN(C)C(=O)CCCN(C)C)OCCCC[C@H](C)Oc2ccc(NC(=O)Cc3ccccc3)cc2C1=O,5.7,.
COc1ccc(OC)c(N(CC(=O)N2CCc3ccccc3C2)S(C)(=O)=O)c1,3.2,2.4
C[C@@H]1CN([C@H](C)CO)C(=O)CCCn2nncc2CO[C@@H]1CN(C)C(=O)Nc1ccc2c(c1)OCCO2,.,13.3
C[C@H]1CN([C@@H](C)CO)C(=O)c2cccc(NS(=O)(=O)c3ccccc3)c2O[C@H]1CN(C)C(=O)Nc1ccc(C(F)(F)F)cc1,-11.6,.
C[C@H]1CN([C@@H](C)CO)C(=O)Cc2cc(NS(C)(=O)=O)ccc2O[C@H]1CN(C)C(=O)Nc1cccc2ccccc12,.,3.2
Cc1ccnc(SCC(=O)Nc2sc3c(c2C(=O)Nc2ccccc2)CCCC3)n1,16.2,4.5
CCOc1cccc(-c2nnc(SCC(=O)Nc3c(C)cccc3C)n2C)c1,-12.4,3.0
Cc1ccc(S(=O)(=O)N(C)C[C@H]2Oc3ccc(NC(=O)Cc4cn(C)c5ccccc45)cc3CC(=O)N([C@H](C)CO)C[C@H]2C)cc1,-14.2,2.1
COc1cccc(S(=O)(=O)NCc2ccc(C(=O)Nc3ccc(Br)cc3F)cc2)c1,17.3,1.0
COc1ccc(NC(=O)N(C)C[C@@H]2OCCCC[C@@H](C)Oc3ccc(NC(=O)Nc4ccc5c(c4)OCO5)cc3C(=O)N([C@H](C)CO)C[C@@H]2C)cc1,.,0.0
COC(=O)c1ccc(NC(=O)CSc2nnc(-c3cccs3)n2-c2ccc(OC)cc2)cc1,-36.6,4.6
Cc1cccc(S(=O)(=O)NC(C(=O)O)C(C)C)c1 (stereo not drawn),-0.5,-2.6
Cc1noc(C)c1NC(=O)N(C)C[C@@H]1Oc2ccc(NC(=O)C3CC3)cc2C(=O)N([C@H](C)CO)C[C@H]1C,5.3,.
O=C(Nc1ccccc1C(=O)N1CCN(Cc2ccccc2)CC1)c1ccccn1,.,2.5
O=C(NCCCCN1CCN(c2cccc(Cl)c2Cl)CC1)c1ccc2c(c1)Cc1ccccc1-2,-17.0,.
COc1ccc(S(=O)(=O)Nc2cccc3c2O[C@H](CN(C)Cc2ccncc2)[C@@H](C)CN([C@@H](C)CO)C3=O)cc1,3.0,.
COc1ccc(OC)c(NC(=O)Cc2c(OC)ccc3cc(Br)ccc23)c1,-7.1,2.4
C[C@@H]1CN([C@H](C)CO)C(=O)Cc2cc(NC(=O)CCCN(C)C)ccc2O[C@@H]1CN(C)Cc1ccc(Oc2ccccc2)cc1,.,0.0
N#Cc1c(N)nc(SCC(=O)c2ccc(Cl)cc2)c(C#N)c1-c1ccco1,-12.5,3.4
CCCNC(=O)C[C@H]1C[C@H]2c3cc(NC(=O)Nc4ccc(F)cc4)ccc3O[C@H]2[C@H](CO)O1,11.6,.
CC(C)C#Cc1ccc2c(c1)O[C@H](CN(C)S(C)(=O)=O)[C@@H](C)CN([C@H](C)CO)S2(=O)=O,-7.6,.
CC(C)NC(=O)Nc1ccc2c(c1)C(=O)N([C@@H](C)CO)C[C@@H](C)[C@H](CN(C)Cc1ccc(C(=O)O)cc1)OCCCC[C@H](C)O2,12.7,.
COc1ccc(Cl)cc1NC(=O)CSc1nnc(-c2ccccc2)n1-c1ccc(C)cc1,5.9,1.9
C[C@@H]1CN([C@@H](C)CO)C(=O)c2cc(NC(=O)Nc3ccccc3)ccc2O[C@H]1CN(C)C(=O)Nc1ccccc1,-2.2,.
O=C(Cc1ccncc1)Nc1ccc2c(c1)[C@@H]1C[C@H](CC(=O)NC3CCCCC3)O[C@@H](CO)[C@@H]1O2,-1.9,.
CS(=O)(=O)N(CC(=O)Nc1ccccc1C(=O)N1CCOCC1)c1cc(C(F)(F)F)ccc1Cl,-5.6,3.2
O=C(CSc1nnc(-c2ccccc2)n1-c1ccccc1)Nc1ccc(Br)c(Cl)c1,-21.4,7.2
COc1ccc2ccccc2c1CNCc1ccccn1,42.8,-3.1
C[C@@H]1CN([C@@H](C)CO)C(=O)c2cccc(NC(=O)Nc3ccc(C(F)(F)F)cc3)c2O[C@@H]1CN(C)S(=O)(=O)c1cn(C)cn1,11.0,.
COc1ccccc1S(=O)(=O)N(C)C[C@H]1OCc2cnnn2CCCC(=O)N([C@H](C)CO)C[C@@H]1C,5.4,2.5
CCOC(=O)c1sc(NC(=O)c2cc(C)on2)c(C(=O)OCC)c1C,-1.0,-1.0
CC(=O)N(C)C[C@@H]1Oc2cc(C#Cc3ccccc3)ccc2S(=O)(=O)N([C@@H](C)CO)C[C@@H]1C,-4.5,.
C[C@@H]1CCCCO[C@@H](CN(C)S(=O)(=O)c2ccccc2)[C@@H](C)CN([C@@H](C)CO)C(=O)c2cc(NS(=O)(=O)c3cn(C)cn3)ccc2O1,-3.1,.
COc1ccc(NC(=O)CN(C)S(=O)(=O)c2ccc(C)cc2)cc1,-13.6,-7.3
O=C(Cc1ccccc1)NC1CCN(C(=O)C2CCC2)CC1,.,-2.0
CCOc1ccc(NC(=O)Cn2cc(C(=O)OC)c3ccccc32)cc1,5.9,-3.0
CC(=O)OC[C@@]12C(=O)C[C@@H](C)[C@]3(C[C@@H](c4ccoc4)OC3=O)[C@H]1CC[C@H](OC(C)=O)[C@]21CO1,4.2,6.5
O=C(CSc1nc(O)cc(=O)[nH]1)Nc1cc(Cl)cc(Cl)c1,3.4,-1.8
CC(=O)c1ccc(-n2c(CCC(=O)O)ccc2-c2ccc(Br)cc2)cc1,-6.3,-4.2
CN(C)CCN(C)Cc1cc([N+](=O)[O-])ccc1O,4.0,0.6
COc1ccc(Cl)cc1NC(=O)CN(C)S(=O)(=O)c1c(C)cc(C)cc1C,4.3,0.9
C[C@@H]1CN([C@H](C)CO)C(=O)c2cccc(NC(=O)Nc3ccc(F)cc3)c2O[C@@H]1CN(C)Cc1ccc(C(=O)O)cc1,1.0,.
COc1ccc(NC(=O)N(C)C[C@@H]2Oc3ccc(NS(C)(=O)=O)cc3CC(=O)N([C@@H](C)CO)C[C@@H]2C)cc1,.,1.5
C[C@H]1CN([C@@H](C)CO)C(=O)Cc2cc(NC(=O)Nc3ccccc3)ccc2O[C@H]1CN(C)C(=O)Nc1ccc2c(c1)OCO2,.,1.4
Cc1cc(C)c(Cn2nc(C(C)(C)C)cc2C(=O)NN2CCOCC2)c(C)c1,.,-0.8
C[N+]1(C)CCCC(OC(=O)C(O)(c2ccccc2)c2ccccc2)C1 (stereo not drawn),.,0.9
C[C@H](O)C#Cc1cnc2c(c1)C(=O)N([C@H](C)CO)C[C@@H](C)[C@@H](CN(C)Cc1cncnc1)O2,7.0,.
C[C@@H]1CCCCO[C@H](CN(C)C(=O)c2ccccc2)[C@@H](C)CN([C@H](C)CO)C(=O)c2cc(NC(=O)c3ccccc3)ccc2O1,.,1.5
O=C(O)c1cc(N(Cc2ccccc2O)Cc2ccccc2O)ccc1O,21.9,-1.1
COC(=O)c1c(NC(=O)c2cc(-c3ccccn3)nc3c(C)cc(C)cc23)sc(C)c1C,-1.7,0.9
COc1ccc(S(=O)(=O)N(C)C[C@H]2Oc3ccc(NC(=O)CCC(F)(F)F)cc3C(=O)N([C@@H](C)CO)C[C@H]2C)cc1,-1.7,0.4
Cc1noc(C)c1NC(=O)N(C)C[C@@H]1OCCCC[C@@H](C)Oc2ccc(NC(=O)Nc3ccc(C(F)(F)F)cc3)cc2C(=O)N([C@H](C)CO)C[C@@H]1C,.,-2.2
C[C@@H]1CN([C@@H](C)CO)C(=O)c2cc(NS(=O)(=O)c3ccc(F)cc3)ccc2O[C@H]1CN(C)C(=O)Nc1ccc(F)cc1,.,-2.2
C[C@H](CO)N1C[C@H](C)[C@H](CN(C)S(=O)(=O)c2ccc(F)cc2)Oc2ccc(NC(=O)Nc3ccc(F)cc3)cc2CC1=O,.,-0.3

# Additional entries:
SMILES,mut p53 react,STK33 kin inh
O=C(O)COc1ccc(C(=O)Nc2ccc(F)cc2)cc1,5.1,1.1
CC(C)NC(=O)N(C)C[C@@H]1OCCCC[C@H](C)Oc2ccc(NC(=O)Nc3ccc(F)cc3)cc2C(=O)N([C@@H](C)CO)C[C@H]1C,-4.0,.
O=C(CCN1C(=O)c2ccccc2C1=O)Nc1ccc(Nc2ccccc2)cc1,34.8,-2.2
C[C@H](CO)N1C[C@H](C)[C@@H](CN(C)C(=O)C2CCC2)Oc2ncc(-c3cccc(C#N)c3)cc2C1=O,3.7,.
O=C(O)C1CCCCC1C(=O)NCCc1ccncc1 (stereo not drawn),3.4,-0.1
C[C@H](CO)N1C[C@H](C)[C@H](CN(C)Cc2ccccc2C(=O)O)Oc2cc(C#CC3CCCC3)ccc2S1(=O)=O,-0.9,.
Cc1ccc([N+](=O)[O-])c(OCCCSc2ncccn2)c1,66.9*,0.4
CC(=O)Nc1ccccc1NC(=O)COc1ccc2ccccc2c1Br,-9.5,1.0
COc1ccc(S(=O)(=O)N(C)C[C@@H]2Oc3ccc(NC(=O)NC(C)C)cc3CC(=O)N([C@H](C)CO)C[C@H]2C)cc1,.,-2.3
